From PubChem BioAssay
M18AAP inhibitor: PfM18AAP enzyme inhibition; inhibition, % at 7.35 µM; AID 1822; recombinant PfM18AAP, H-Glu-NHMec fluorogenic cleavage; 290,000 compounds, 1.2% hits;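 active means inhibition above the campaign mean inhibition over all tested compounds plus 3 SD, cut at about 28% in these data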;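 further: 0% = plate median of test compound wells and 100% = 2 mM ZnCl2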
OXTR potentiate: human OXTR potentiation | AID 2445 | P30559 | 320,000 compounds, 0.061% hits | activation, % at 3 µM | CHO-OTR cells, Fluo-8 calcium fluorescence, potentiator mode; 0% = oxytocin EC15, 100% = EC100;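 active means activation above that plate's cutoff, the mean activation of tested compounds plus 3 SD, cut at about 6.6% in these data, passing the limit was not always enough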;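 further: 100% uses oxytocin at 75 nM as the full agonist control; some results filed as inactive read as strong as hits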
Target sequence (P30559 whole entry, looked up): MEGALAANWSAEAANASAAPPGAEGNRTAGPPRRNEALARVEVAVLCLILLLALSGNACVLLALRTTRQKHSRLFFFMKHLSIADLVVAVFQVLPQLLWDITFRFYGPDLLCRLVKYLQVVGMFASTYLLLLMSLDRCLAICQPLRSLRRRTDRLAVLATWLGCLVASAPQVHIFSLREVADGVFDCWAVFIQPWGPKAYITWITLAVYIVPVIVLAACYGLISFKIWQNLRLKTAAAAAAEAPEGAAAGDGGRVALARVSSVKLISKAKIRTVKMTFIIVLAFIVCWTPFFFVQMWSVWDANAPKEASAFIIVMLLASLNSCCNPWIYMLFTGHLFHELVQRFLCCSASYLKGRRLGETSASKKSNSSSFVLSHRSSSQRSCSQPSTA
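System: human OTR in CHO cells / Also added: sub-maximal oxytocin, roughly EC15 / Control set: EC15 oxytocin low, 75 nM oxytocin high / Schedule: 6 min compound pre-incubation at room temperature, 100 s kinetic read / Compound: single-point 3.0 µM / Replication: singlicate / Technique: Fluo-8 calcium dye fluorescence / Read-out basis: % activation of max/min ratio relative to oxytocin controls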
MEKK2 mut-MEK5: signal of MEK5 binding to mutant human MEKK2 PB1 domain; 290,000 compounds, 0.35% hits; bead flow cytometry, Alexa488-MEK5 binding to MEKK2 mutant; percent response, % at 10 µM; in the data active means percent response above about 24%, passing the limit was not always enough; further: inactives centre near 1; some results filed as inactive read as strong as hits
GalR3 antag: blocks the human galanin receptor 3; O60755; HEK293 GalR3-CNG cAMP membrane potential fluorescence; galR3 body fused to GalR1 C-terminus; inhibition, % at 3 µM; 360,000 compounds, 0.44% hits; AID 651719;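 active means inhibition above the screen-wide average plus 3 SD, cut at about 13% in these data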;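 further: forskolin and galanin both at EC90 stimulate the cells; cAMP rise reported by CNG channel membrane potential dye signal; 0% = forskolin plus galanin with DMSO and 100% = forskolin alone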
Target sequence (O60755 1-299 limits assumed): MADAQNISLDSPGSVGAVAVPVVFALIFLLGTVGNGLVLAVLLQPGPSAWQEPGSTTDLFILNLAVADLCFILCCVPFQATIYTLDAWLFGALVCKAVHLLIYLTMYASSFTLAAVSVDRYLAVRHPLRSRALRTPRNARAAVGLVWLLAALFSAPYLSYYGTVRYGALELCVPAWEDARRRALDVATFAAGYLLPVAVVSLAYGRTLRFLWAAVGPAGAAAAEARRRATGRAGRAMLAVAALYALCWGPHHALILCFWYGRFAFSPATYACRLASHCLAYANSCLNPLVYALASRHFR
MEKK2wt PB1 HTS: raises or lowers MEK5 binding to wildtype human MEKK2 PB1 domain; Q9Y2U5; bead flow cytometry, Alexa488-MEK5 binding to MEKK2 WT; actives lie on both sides; binding response (% of control), % at 10 µM; 290,000 compounds, 1.1% hits; AID 1531; in the data active means binding response below about 67% or above about 130%
NALP1 inh: blocks the NALP1 inflammasome reconstituted in yeast | inhibition, % at 10 µM | AID 2071 | S. cerevisiae NALP1/ASC/caspase-1 growth, X-gal OD620, 72 h | 280,000 compounds, 0.61% hits; in the data active means inhibition mostly above about 24%, no sharp cut-off; inactive means mostly below about 32%; further: some compounds called inactive have numbers as strong as hits
GPR7 antagonist: blocks human GPR7 receptor signaling; P48145; GPR7-expressing cells, fluorescence antagonist assay; inhibition, % at 4.4 µM; 290,000 compounds, 1.1% hits; in the data active means inhibition above about 16%, passing the limit was not always enough;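 further: cells stimulated with the agonist NPW; 0% = agonist with vehicle and 100% = vehicle without agonist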
Target sequence (P48145 whole entry, looked up): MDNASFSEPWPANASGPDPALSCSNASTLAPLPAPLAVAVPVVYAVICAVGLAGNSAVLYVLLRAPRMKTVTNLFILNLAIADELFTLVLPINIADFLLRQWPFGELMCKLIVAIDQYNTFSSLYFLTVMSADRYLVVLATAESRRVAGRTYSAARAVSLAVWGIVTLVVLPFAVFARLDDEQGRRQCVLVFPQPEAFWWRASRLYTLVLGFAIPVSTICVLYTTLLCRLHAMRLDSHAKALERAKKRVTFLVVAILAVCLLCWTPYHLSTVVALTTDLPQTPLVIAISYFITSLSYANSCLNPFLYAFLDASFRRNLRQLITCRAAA
V1aR counter: V1a receptor agonism, counter-screen for OXTR agonists; P37288; CHO-V1R cells, Fluo-8 calcium fluorescence, agonist mode; 0% DMSO, 100% 3 nM vasopressin; activation, % at 3 µM; 320,000 compounds, 0.25% hits; AID 2797;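 active means activation above the mean activation of all tested compounds plus 3 SD, per screening run, cut at about 20% in these data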;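 further: signal is peak over basal fluorescence ratio across a 100 second FLIPR read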
OXTR ag: activates the human oxytocin receptor | CHO-OTR cells, Fluo-8 calcium fluorescence; normalized: DMSO 0%, oxytocin 100% | P30559 | 320,000 compounds, 0.32% hits | activation, % at 3 µM | AID 2435;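 active means activation above the mean of all tested compounds plus 3 SD, cutoff set per screening run, cut at about 20% in these data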;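 further: peak over basal fluorescence ratio from a 100 s FLIPR kinetic read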
An asterisk follows results filed as active. Compounds as they come; about 4.1% have a hit in one of these screens.

Screening COCCCn1c(SCc2nnc(-c3ccccc3)o2)nc2sc3c(c2c1=O)CCC3 returned M18AAP inhibitor -3, OXTR potentiate -3, MEKK2 mut-MEK5 4, GalR3 antag 0, MEKK2wt PB1 HTS 109, NALP1 inh 13, GPR7 antagonist -1, V1aR counter 0.2 and OXTR ag 0.0.
`Cc1cc(N=Cc2c(O)n(-c3cccc(C(F)(F)F)c3)c(=O)c3ccccc23)no1` gave M18AAP inhibitor 4, OXTR potentiate -2, MEKK2 mut-MEK5 -3, GalR3 antag -2, MEKK2wt PB1 HTS 89, NALP1 inh 13, GPR7 antagonist -11, V1aR counter 0.9 and OXTR ag 7.5.
For O=C(COC(=O)CNS(=O)(=O)c1cc(C(F)(F)F)ccc1Cl)NC1CC1 the results were OXTR potentiate 2, GalR3 antag 1, V1aR counter 1.8 and OXTR ag 1.7.
CCC1CCCCN1C(=O)CSc1nc2ncccc2[nH]1 (configuration not stated) was read as M18AAP inhibitor -2, OXTR potentiate -7, MEKK2 mut-MEK5 0, GalR3 antag -5, MEKK2wt PB1 HTS 101, NALP1 inh -8, GPR7 antagonist -1, V1aR counter 0.0 and OXTR ag -0.3.
Screening Cc1cccc(Nc2nc(Cl)ncc2F)c1C returned M18AAP inhibitor -2, OXTR potentiate -10, MEKK2 mut-MEK5 3, GalR3 antag -11, MEKK2wt PB1 HTS 108, NALP1 inh 11, GPR7 antagonist -8, V1aR counter 0.1 and OXTR ag -1.2.
`Oc1ccccc1-c1cc(C(F)(F)C(F)F)[nH]n1` gave M18AAP inhibitor -3, OXTR potentiate -12, MEKK2 mut-MEK5 2, GalR3 antag -4, MEKK2wt PB1 HTS 100, NALP1 inh 7, GPR7 antagonist 6, V1aR counter 5.4 and OXTR ag 14.
Screening NC(=O)C(NC(=O)OCc1ccccc1)c1ccccc1 (configuration not stated) returned OXTR potentiate 0, GalR3 antag -1, V1aR counter 1.0 and OXTR ag -0.3.
`Cn1cnnc1Sc1ccc(CN2CCN(C3CCCC3)C(CCO)C2)o1` (configuration not stated) gave M18AAP inhibitor -5, OXTR potentiate -14, MEKK2 mut-MEK5 3, GalR3 antag -3, MEKK2wt PB1 HTS 99, NALP1 inh 2, GPR7 antagonist -9, V1aR counter -0.2 and OXTR ag -0.8.
Cc1cc(-c2ccccc2)nc(SCC(=O)N2CCCC2)n1 was read as M18AAP inhibitor -16, OXTR potentiate 2, MEKK2 mut-MEK5 -2, GalR3 antag -3, MEKK2wt PB1 HTS 95, NALP1 inh -8, GPR7 antagonist -15, V1aR counter 0.0 and OXTR ag -1.0.
COCCNC(=O)CN1CCN(S(=O)(=O)c2ccc3c(c2)CCCC3)CC1 was read as OXTR potentiate -1, GalR3 antag 0, V1aR counter 1.0 and OXTR ag 1.5.
Screening N=c1c(C(=O)NCc2ccc3c(c2)OCO3)cc2c(=O)n3ccccc3nc2n1Cc1cccnc1 returned M18AAP inhibitor 5, OXTR potentiate 1, MEKK2 mut-MEK5 -12, GalR3 antag -4, MEKK2wt PB1 HTS 53, NALP1 inh -3, GPR7 antagonist -2, V1aR counter -0.8 and OXTR ag -1.9.
`Cc1cc(Br)ccc1SCC(=O)OCC(=O)N1CCN(C(=O)c2ccco2)CC1` gave M18AAP inhibitor 0, OXTR potentiate -11, MEKK2 mut-MEK5 1, GalR3 antag -2, MEKK2wt PB1 HTS 101, NALP1 inh -11, GPR7 antagonist 0, V1aR counter 1.5 and OXTR ag 1.2.
For O=S1(=O)CC2N=C(N(Cc3c(F)cccc3Cl)c3ccccc3F)SC2C1 (configuration not stated) the results were M18AAP inhibitor 5, OXTR potentiate -8, MEKK2 mut-MEK5 -9, GalR3 antag -1, MEKK2wt PB1 HTS 85, NALP1 inh 24, GPR7 antagonist 3, V1aR counter 0.3 and OXTR ag 4.2.
Screening COc1cc(N/C(N)=N/c2nc(C)cc(C)n2)cc(OC)c1 returned M18AAP inhibitor -9, OXTR potentiate -7, MEKK2 mut-MEK5 6, GalR3 antag -11, MEKK2wt PB1 HTS 111, NALP1 inh 24, GPR7 antagonist -12, V1aR counter 0.9 and OXTR ag 0.1.
For COc1ccc(-n2c3c(c(=O)[nH]c2=O)C(C(F)(F)F)(C(F)(F)F)N=C(CC(C)C)N3)cc1 the results were M18AAP inhibitor 3, OXTR potentiate 1, MEKK2 mut-MEK5 7, GalR3 antag -7, MEKK2wt PB1 HTS 109, NALP1 inh -20, GPR7 antagonist -7, V1aR counter 3.5 and OXTR ag 1.6.
Screening O=C(NNC(=O)c1sc2cccc(Cl)c2c1Cl)NC1CCCCC1 returned M18AAP inhibitor -6, OXTR potentiate -10, MEKK2 mut-MEK5 3, GalR3 antag -3, MEKK2wt PB1 HTS 100, NALP1 inh 17, GPR7 antagonist 3, V1aR counter -0.4 and OXTR ag -1.2.
Cc1ccc(C)c(-c2ccc(=O)n(Cc3c(F)cccc3Cl)n2)c1 was read as M18AAP inhibitor 1, OXTR potentiate -12, MEKK2 mut-MEK5 -3, GalR3 antag -8, MEKK2wt PB1 HTS 101, NALP1 inh 2, GPR7 antagonist -7, V1aR counter 0.2 and OXTR ag 0.2.
O=C(CN1CCC(NC(=O)Nc2ccccc2-c2ccccc2)CC1)NCc1ccco1 was read as M18AAP inhibitor -3, OXTR potentiate -4, MEKK2 mut-MEK5 7, GalR3 antag -4, MEKK2wt PB1 HTS 106, NALP1 inh -7, GPR7 antagonist -4, V1aR counter 1.6 and OXTR ag 1.2.
CC(C)Cn1c(N)c(C(=O)COC(=O)c2ccc3c(c2)OCCO3)c(=O)n(C)c1=O was read as M18AAP inhibitor -1, OXTR potentiate -24, MEKK2 mut-MEK5 4, GalR3 antag -4, MEKK2wt PB1 HTS 114, NALP1 inh -4, GPR7 antagonist -20, V1aR counter 13 and OXTR ag 20*.
CCOc1ccc(CCNC(=O)C2CCCN(C(=O)N(C)C)C2)cc1OCC (configuration not stated) was read as M18AAP inhibitor -7, OXTR potentiate -1, MEKK2 mut-MEK5 -9, GalR3 antag -1, MEKK2wt PB1 HTS 75, NALP1 inh -1, GPR7 antagonist -5, V1aR counter -0.9 and OXTR ag -1.4.
`CC(NC(=O)c1cccc(OC2CCN(C3CCN(C)CC3)CC2)c1)c1ccccc1` (configuration not stated) gave M18AAP inhibitor -6, OXTR potentiate -10, MEKK2 mut-MEK5 10, GalR3 antag -2, MEKK2wt PB1 HTS 127, NALP1 inh 24, GPR7 antagonist -2, V1aR counter 0.7 and OXTR ag 0.1.
For COC(=O)c1[nH]c2ccc(C)cc2c1NC(=O)CCN1CCN(C2CCCCC2)CC1 the results were M18AAP inhibitor 2, MEKK2 mut-MEK5 0, MEKK2wt PB1 HTS 100, NALP1 inh 2 and GPR7 antagonist -15.
`CCOc1ccc(-c2cc(C(=O)N/N=C(\C)c3cccnc3)c3ccccc3n2)cc1` gave M18AAP inhibitor -6, OXTR potentiate -1, MEKK2 mut-MEK5 0, GalR3 antag -2, MEKK2wt PB1 HTS 98, NALP1 inh 17, GPR7 antagonist -13, V1aR counter 0.7 and OXTR ag 0.2.
Screening Cc1ccc(S(=O)(=O)N2CCN=C2SCc2ccccc2)cc1 returned M18AAP inhibitor -13, OXTR potentiate -7, MEKK2 mut-MEK5 -8, GalR3 antag -3, MEKK2wt PB1 HTS 95, NALP1 inh 26, GPR7 antagonist -2, V1aR counter 0.5 and OXTR ag -1.4.
For COCCNC(=O)C(=O)NNC(=O)c1ccccc1OC the results were M18AAP inhibitor -11, OXTR potentiate -6, MEKK2 mut-MEK5 -8, GalR3 antag -7, MEKK2wt PB1 HTS 81, NALP1 inh 9, GPR7 antagonist 20, V1aR counter 0.5 and OXTR ag -0.8.
`CCN(CC)S(=O)(=O)c1ccc(N2CCOCC2)c(NC(=O)c2ccc(F)cc2)c1` gave M18AAP inhibitor 1, OXTR potentiate -12, MEKK2 mut-MEK5 -4, GalR3 antag 0, MEKK2wt PB1 HTS 102, NALP1 inh 2, GPR7 antagonist 3, V1aR counter -0.3 and OXTR ag -1.7.
For Cc1cc(C)cc(NC(=O)C(Sc2ncnc3ccccc23)c2ccccc2)c1 (configuration not stated) the results were M18AAP inhibitor -7, OXTR potentiate -8, MEKK2 mut-MEK5 -3, GalR3 antag 1, MEKK2wt PB1 HTS 95, NALP1 inh 31, GPR7 antagonist 0, V1aR counter 1.0 and OXTR ag -0.5.
`O=C(NNC(=O)c1ccc2c(=O)n3c(nc2c1)CCC3)c1ccc(F)cc1` gave OXTR potentiate -7, GalR3 antag -2, V1aR counter -0.1 and OXTR ag 0.3.
Screening Cc1ccc(S(=O)(=O)N(C)c2ccc(C(=O)N(CC(C)C)C3CCS(=O)(=O)C3)cc2)cc1 (configuration not stated) returned OXTR potentiate 3, GalR3 antag -1, V1aR counter 0.3 and OXTR ag 1.1.
Screening O=C(Nc1c(Cl)ccc2nsnc12)c1ccco1 returned M18AAP inhibitor 0, OXTR potentiate -6, MEKK2 mut-MEK5 1, GalR3 antag -4, MEKK2wt PB1 HTS 103, NALP1 inh 2, GPR7 antagonist -6, V1aR counter -0.3 and OXTR ag -1.2.
For CCCCC(CC)CNC(=O)C1CC=CCC1C(=O)O (configuration not stated) the results were M18AAP inhibitor 3, OXTR potentiate 1, MEKK2 mut-MEK5 -1, GalR3 antag -6, MEKK2wt PB1 HTS 104, NALP1 inh 29, GPR7 antagonist -5, V1aR counter -0.5 and OXTR ag -1.0.
For CC(C)NC(=O)Nc1cccc2c1O[C@H](CN(C)C(=O)Nc1ccc(C(F)(F)F)cc1)[C@@H](C)CN([C@H](C)CO)C2=O the results were OXTR potentiate 12, GalR3 antag -1, V1aR counter 0.5 and OXTR ag 1.4.
For CCn1c(=O)cc(SCC(=O)Nc2cc(OC)c(OC)c(OC)c2)c2ccccc21 the results were M18AAP inhibitor -2, OXTR potentiate -1, MEKK2 mut-MEK5 1, GalR3 antag -1, MEKK2wt PB1 HTS 98, NALP1 inh -4, GPR7 antagonist -6, V1aR counter 3.7 and OXTR ag 2.8.
`O=C(C1CCN(S(=O)(=O)c2cccnc2)CC1)N1CCN(c2ccccc2Cl)CC1` gave M18AAP inhibitor 4, OXTR potentiate -8, MEKK2 mut-MEK5 22, GalR3 antag 0, MEKK2wt PB1 HTS 107, NALP1 inh 20, GPR7 antagonist -6, V1aR counter 2.7 and OXTR ag 2.3.
For CNC(=O)C(=O)NCC1OCCCN1S(=O)(=O)c1ccc2c(c1)OCCO2 (configuration not stated) the results were M18AAP inhibitor -11, OXTR potentiate 0, MEKK2 mut-MEK5 8, GalR3 antag 5, MEKK2wt PB1 HTS 106, NALP1 inh -1, GPR7 antagonist -6, V1aR counter 1.1 and OXTR ag 0.7.
Cc1nnc(SCCn2c(N(C)Cc3ccccc3)nc3c2c(=O)[nH]c(=O)n3C)s1 was read as M18AAP inhibitor 2, OXTR potentiate -6, MEKK2 mut-MEK5 -1, MEKK2wt PB1 HTS 98, NALP1 inh 5, GPR7 antagonist 9, V1aR counter -0.2 and OXTR ag -1.2.
